Screening results: PubChem, several laboratories
RPL19A-GFP yeast: alters RPL19A-GFP fluorescence in TOR pathway yeast screen; S. cerevisiae RPL19A-GFP strain, flow cytometry, 3 h; hits give low values; percent response vs DMSO, % at 10 µM; 330,000 compounds, 0.3% hits; AID 2025;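 active = percent response vs DMSO below 50%; inconclusive = fewer than 70 events counted for the yeast strain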;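 note: median channel GFP fluorescence of the barcoded RPL19A-GFP strain; ratio of sample median GFP to plate DMSO average so 100% = DMSO; lower means less RPL19A-GFP as with rapamycin TOR inhibition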
GASC-1 inh: human JMJD2C demethylase inhibition. GST-JMJD2C(1-420) H3K9me3 demethylation, DELFIA europium. inhibition, % at 2.35 µM. 330,000 compounds, 0.069% hits;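 active = more than half of a compound's replicate wells show inhibition beyond 50%, single wells judged on their own value; inconclusive = some, but no more than half, of replicates pass 50% inhibition; inactive = no replicate passes 50% inhibition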;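 note: signal counts dimethyl H3K9 product captured on neutravidin plate; 0% = median of DMSO wells and 100% = 0.3 times that DMSO median; strong numbers were not always called active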
Target sequence (Q9H3R0 1-420 limits assumed): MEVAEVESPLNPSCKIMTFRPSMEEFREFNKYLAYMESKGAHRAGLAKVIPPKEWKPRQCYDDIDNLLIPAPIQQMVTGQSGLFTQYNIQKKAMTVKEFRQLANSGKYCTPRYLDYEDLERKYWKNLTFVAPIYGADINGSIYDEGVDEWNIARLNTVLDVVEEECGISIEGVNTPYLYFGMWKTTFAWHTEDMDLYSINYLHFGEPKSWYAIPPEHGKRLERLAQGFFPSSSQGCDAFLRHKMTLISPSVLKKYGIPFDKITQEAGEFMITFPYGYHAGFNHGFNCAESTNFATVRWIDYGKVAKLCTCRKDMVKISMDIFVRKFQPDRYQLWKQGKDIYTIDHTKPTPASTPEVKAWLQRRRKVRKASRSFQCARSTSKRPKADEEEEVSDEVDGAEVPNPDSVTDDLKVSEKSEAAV
AGP1 TOR yeast: yeast TOR pathway AGP1-GFP modulation. S. cerevisiae AGP1-GFP multiplex flow cytometry, 3 h; GFP as percent of DMSO wells. GFP response vs DMSO, % at 10 µM. 320,000 compounds, 0.02% hits. AID 2066;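 active = GFP response relative to DMSO above a set limit, near screen average plus 3 SD, cut at about 150% in these data; inconclusive = fewer than 70 cells counted for the yeast strain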;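 note: median GFP channel fluorescence of the gated AGP1 strain per well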
CIT2 TOR yeast: modulators of TOR pathway CIT2-GFP in S. cerevisiae; S. cerevisiae CIT2-GFP strain, flow cytometry, 3 h; 100 means same as DMSO wells; GFP response vs DMSO, % at 10 µM; 320,000 compounds, 0.065% hits;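 active = GFP response relative to DMSO above a set limit, near the screen mean plus 3 SD, cut at about 150% in these data; inconclusive = Fewer than 70 cells measured for a yeast strain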;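 note: ratio of well median GFP fluorescence to mean of DMSO wells on the plate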
GRK2 aptamer HTS: blocks RNA aptamer binding to human GRK2 | bead flow cytometry, FAM-aptamer displacement from GRK2 | inhibition of aptamer binding, % at 10 µM | 330,000 compounds, 0.59% hits | AID 488847;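 active = inhibition of aptamer binding above 40%, roughly 3 SD of noise, on plates passing a quality check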;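 note: median bead fluorescence of bound FAM aptamer so fluorescent compounds give negative values; no value below 0 was filed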
Target sequence (P25098 whole entry, looked up): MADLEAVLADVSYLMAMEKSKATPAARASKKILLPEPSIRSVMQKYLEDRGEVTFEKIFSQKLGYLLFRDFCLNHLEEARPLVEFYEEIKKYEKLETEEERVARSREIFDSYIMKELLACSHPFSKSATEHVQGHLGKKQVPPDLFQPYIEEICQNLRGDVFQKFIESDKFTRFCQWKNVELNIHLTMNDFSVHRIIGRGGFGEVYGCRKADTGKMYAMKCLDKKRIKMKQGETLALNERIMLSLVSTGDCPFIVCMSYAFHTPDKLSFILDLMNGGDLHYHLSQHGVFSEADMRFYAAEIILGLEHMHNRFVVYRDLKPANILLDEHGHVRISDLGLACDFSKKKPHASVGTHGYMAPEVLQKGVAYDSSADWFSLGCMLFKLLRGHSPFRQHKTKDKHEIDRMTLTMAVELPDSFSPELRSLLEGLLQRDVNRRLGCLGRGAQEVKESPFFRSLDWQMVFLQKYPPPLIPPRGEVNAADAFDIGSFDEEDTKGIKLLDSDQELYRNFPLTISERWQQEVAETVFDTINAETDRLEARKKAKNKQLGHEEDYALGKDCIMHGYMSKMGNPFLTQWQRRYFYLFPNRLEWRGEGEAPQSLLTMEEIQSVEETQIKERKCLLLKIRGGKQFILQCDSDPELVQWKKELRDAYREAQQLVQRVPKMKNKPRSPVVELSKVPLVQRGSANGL
MEP2 TOR yeast: alters MEP2-GFP fluorescence in TOR pathway yeast screen; S. cerevisiae MEP2-GFP strain, flow cytometry GFP, 3 h; 100% = DMSO control level; GFP response vs DMSO, % at 10 µM; 330,000 compounds, 0.51% hits; AID 2016;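 active = GFP response versus DMSO above a set limit, roughly screen mean plus 3 SD, cut at about 180% in these data; inconclusive = fewer than 70 cells counted for a yeast strain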;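 note: median GFP fluorescence of the barcode-gated MEP2-GFP cells per well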
VLA-4 inh: inhibition in a human VLA-4 binding assay; P13612; inhibition, % (about 7 µM as worked out from the volumes in the protocol); 330,000 compounds, 0.2% hits; VLA-4 expressing cells, ligand binding flow cytometry; in the data active = inhibition above about 50%
LAP4 TOR yeast: modulators of TOR pathway LAP4-GFP in S. cerevisiae | S. cerevisiae LAP4-GFP multiplex, flow cytometry GFP, 3 h; median GFP as percent of DMSO wells | GFP response vs DMSO, % at 10 µM | 320,000 compounds, 0.34% hits;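 active = GFP response vs DMSO above a set limit, about the screen mean plus 3 SD, cut at about 150% in these data; inconclusive = under 70 cell events counted for the yeast strain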
Numbers without * were called inactive; i = inactive; u = inconclusive; x = no result given; & = joins results of further samples; [ ] = dose if it differs, or a comment.

The line under a structure holds: RPL19A-GFP yeast	GASC-1 inh	AGP1 TOR yeast	CIT2 TOR yeast	GRK2 aptamer HTS	MEP2 TOR yeast	VLA-4 inh	LAP4 TOR yeast
Clc1cccc(Cl)c1CSc1nnc(/C=C/c2ccccc2)o1
 : x	2	105	97	0	109	11	106
CCc1ccccc1NC(=S)N(CCCN1CCOCC1)Cc1ccccn1
 : 101	1	100	98	0	117	3	103
CCc1ccc(C(CC(=O)O)N2Cc3ccccc3C2=O)cc1 (stereo not drawn)
 : 104	6	103	106	0	102	1	93
O=C(Cc1cccs1)NNC(=O)c1ccccc1Cl
 : 98	-3	99	101	3	106	16	100
OCCOCCOc1ccccc1OCCOCCO
 : 98	0	92	94	1	105	6	91
O=C(COC(=O)c1ccc(CO)cc1)NCc1cccs1
 : 112	12	112	106	1	105	-1	114
COc1ccc(OCC(O)CN2CCN(c3ncccn3)CC2)cc1 (stereo not drawn)
 : 104	-2	103	107	4	106	-4	99
CCCn1c(SCC(=O)/C(C#N)=C(\C)N)n[nH]c1=O
 : 101	23	104	102	0	103	5	101
CCOC(=O)c1nn(-c2ccc([N+](=O)[O-])cc2)cc1O
 : 99	1	99	89	4	104	3	103
O=C1C(=C(O)c2ccccc2)C(=O)c2ccccc21
 : 98	9	90	x	3	89	-2	89
Cc1ccc2nc(SCC(=O)N/N=C/c3ccc(C(=O)O)cc3)cc(C)c2c1
 : 104	1	99	102	3	106	-9	97
OC(CN1CCOCC1)Cn1c2c(c3ccccc31)CCCC2 (stereo not drawn)
 : 100	57	100	102	1	101	0	84
O=C(O)c1ccc2c(=O)n3cc(C(=O)c4ccccc4O)cc(Cl)c3nc2c1
 : 96	7	103	104	4	97	-5	110
O=C(Cc1ncc(C(F)(F)F)cc1Cl)NC1CC1
 : 103	-3	119	124	0	111	4	98
O=C(NCc1ccco1)C1CC(c2cccc([N+](=O)[O-])c2)=NO1 (stereo not drawn)
 : 98	-8	92	107	0	85	-5	99
Cc1cccc(C(=O)O/N=C(\N)c2ccc(Br)cc2)c1
 : 101	6	96	118	2	115	7	128
Cc1c(CN2CCC(CO)(CCOc3ccccc3)CC2)c(=O)n(-c2ccccc2)n1C
 : 98	-3	103	102	0	98	9	99
Cc1cc(C)n2c(SCC(=O)NC3CCCCC3)nnc2n1
 : 113	0	101	104	4	109	-7	105
Cc1cccc(/C(N)=N/OC(=O)C23CC4CC(CC(C4)C2)C3)c1
 : 93	-12	54	154*	3	87	22	119
CCOC(=O)N1CC=C2C(C#N)=C(N)C(C#N)(C#N)[C@H](c3ccccc3OCC)[C@H]2C1
 : x	-5	95	88	1	99	9	96
O=C(NC1CCCC1)C(c1ccc(Cl)cc1)N(C(=O)c1csnn1)C1CC1 (stereo not drawn)
 : 90	-5	87	102	0	95	0	80
CCc1ccc(OCC(=O)N2CCN=C2c2ccccc2)cc1
 : 107	-1	107	105	0	103	-8	99
Cc1sc2ncn(CC(=O)NCCCC(=O)Nc3ccc(C(C)C)cc3)c(=O)c2c1C
 : 97	6	97	97	4	93	-5	93
CC(C)(C)OC(=O)CC[C@@H](C(=O)N1CCN(C(=O)OC(C)(C)C)CC1)n1cc(C(Cc2ccc(O)cc2)NC(=O)OC(C)(C)C)nn1 (stereo partly drawn)
 : 102	-1	97	95	1	102	-5	93
O=C(CSc1nc2ccccc2c(=O)n1-c1ccccc1)N1CCc2ccccc21
 : 99	-1	102	97	2	101	9	92
Cc1ccc(-c2nc(CSCC(=O)Nc3cc(C)on3)c(C)o2)cc1
 : 105	15	110	99	3	107	-2	109
O=C(NC1CCCc2c1cnn2-c1cc(F)cc(F)c1)c1ccncc1 (stereo not drawn)
 : 99	0	102	103	0	99	0	98
CC(OC(=O)CN1C(=O)NC(C)(C)C1=O)C(=O)c1ccccc1 (stereo not drawn)
 : 99	17	105	107	1	100	4	97
Cc1cccc(C)c1NC(=O)N1C2CCCC1CC(NC(=O)C(C)(C)C)C2 (stereo not drawn)
 : 104	-4	102	89	0	102	14	98
Nc1nonc1-c1nc2ccccc2n1Cc1ccc(Cl)cc1
 : 101	-18	99	96	0	104	4	103
O=C(CN1CCOCC1)NNC(=O)c1ccc(Cl)cc1
 : 99	0	102	96	2	99	-6	96
COc1ccc(C(=O)O/N=C(\C)c2ccccc2)cc1
 : 94	4	92	83	3	90	18	111
CC(NC(=O)c1cccnc1)C(c1ccccc1)N1CCN(C)CC1 (stereo not drawn)
 : 100	-7	98	101	0	96	4	94
C(=C\c1ccccc1)/C=N/Nc1nncc(-c2ccccc2)n1
 : 101	0	96	101	0	106	5	103
COC(=O)c1ccccc1NC(=O)N1c2ccccc2CC1C (stereo not drawn)
 : 90	38	88	95	2	99	-8	94
O=C(CSc1nc2ccccc2o1)c1ccc2c(c1)OCCO2
 : 100	3	101	105	6	97	2	98
O=C(CCNC(=O)Cn1cnc2ccccc2c1=O)NCC1COc2ccccc2O1 (stereo not drawn)
 : 82	-2	86	84	2	76	-4	75
Cn1nc(C(F)(F)F)c(-c2cccc(C(F)(F)F)c2)c1NC(=O)CSCC(=O)O
 : 102	13	109	101	0	100	-2	114
COc1ccccc1C(=O)COC(=O)CNS(=O)(=O)c1ccc(C)cc1
 : 100	6	99	102	0	101	4	102
CC(=O)N1c2ccc(S(=O)(=O)NCCC(=O)Nc3ncccc3C)cc2CC1C (stereo not drawn)
 : 102	9	102	106	0	95	20	99
Cc1ccc(CNS(=O)(=O)c2c(C)n(C)c(=O)n(C)c2=O)cc1
 : 113	-22	104	104	4	105	12	100
COc1ccc(-n2ncc(N(C)n3cccc3)c(Cl)c2=O)cc1
 : 86	-5	26	107	0	112	0	94
CCOc1ccc(C(=O)NN2C(=S)NC(C)(C)C=C2C)cc1
 : 98	-1	107	109	3	96	6	110
O=C(CSc1nc2cc(Cl)ccc2o1)Nc1ccc(N2CCOCC2)cc1
 : 112	0	x	106	0	109	2	113
COc1ccc(-c2nc(CS(=O)CC(=O)NC3CCCC3)c(C)o2)cc1OC (stereo not drawn)
 : 101	1	100	100	2	101	-14	94
COc1ccc(CCNC(N)=S)cc1OC
 : 113	8	103	103	1	107	-21	94
CN(Cc1ccccc1)S(=O)(=O)c1ccc(Cl)c(C(=O)OCC(=O)NC2CCS(=O)(=O)C2)c1 (stereo not drawn)
 : 98	9	99	99	0	100	-2	94
CCOC(=O)C1CCN(C(=O)c2ccccc2NS(=O)(=O)c2ccccc2)CC1
 : 95	-2	88	91	9	95	0	86
COc1ccc(NC(=O)CCC(=O)c2ccc(-c3ccccc3)cc2)cc1
 : 91	1	92	92	0	101	14	101
CC(C)[C@H](NC(=O)C1CCN(S(=O)(=O)c2ccccc2)CC1)C(=O)NCc1ccccc1
 : 101	-2	104	109	8	102	-1	98
CN(C)S(=O)(=O)c1cccc(C(=O)Nc2ccccc2C(=O)NC2CC2)c1
 : 92	-1	115	93	6	109	-5	152*
O=C(O)CC(CC(=O)Nc1ccc(N2CCOCC2)cc1)c1ccccc1 (stereo not drawn)
 : 93	u	115	115	3	86	1	105
CC1CCc2c(sc3ncnc(NS(=O)(=O)c4cccs4)c23)C1 (stereo not drawn)
 : 98	-24	99	104	0	96	4	97
COC(=O)c1ccc(/C=N/NC(=O)CC(=O)NCC(C)C)cc1
 : 100	2	102	101	2	103	-14	104
CC(C)(C)OC(=O)N1CCOCCOCCN(C(=O)OC(C)(C)C)CCOCC1
 : 97	-4	98	93	0	102	-2	99
CCOC(=O)/C(=N\Nc1ccccc1Cl)N1CCN(Cc2ccccc2)CC1
 : 100	0	93	100	4	98	7	90
CC(C)(C)n1nnnc1C(c1cccs1)N1CCCc2ccccc21 (stereo not drawn)
 : 91	3	93	105	0	97	-8	83
CCOc1ccc(C(=O)NCC(=O)NCC2CCCCC2)cc1OCC
 : 94	-9	97	92	10	88	30	103
O=C1CCCC/C1=C/NCc1ccccc1
 : 103	0	103	105	2	105	0	93
Cc1cc(C(=O)N/N=C/c2ccc(O)c([N+](=O)[O-])c2)n[nH]1
 : 103	10	94	110	0	113	-7	76

Further entries:
The line under a structure holds: RPL19A-GFP yeast	GASC-1 inh	AGP1 TOR yeast	CIT2 TOR yeast	GRK2 aptamer HTS	MEP2 TOR yeast	VLA-4 inh	LAP4 TOR yeast
CCN(CC)S(=O)(=O)c1cc(NC(=O)CCNC(=O)c2ccco2)ccc1C
 : 103	-3	90	90	6	105	4	90
CCOC(=O)CSc1nc(=O)n2ccccc2n1
 : 87	-2	103	x	0	115	6	92
Cc1ccc(NS(=O)(=O)c2ccc(NC(=O)CSc3ccc(Cl)cc3)cc2)c(C)c1
 : 99	6	99	108	0	96	1	95
O=C(N/C(=C/c1cccnc1)C(=O)N1CCOCC1)c1ccccc1F
 : 101	-1	105	107	2	105	-2	108
Cc1ccc([N+](=O)[O-])cc1NC(=O)C(Sc1ccccc1)c1ccccc1 (stereo not drawn)
 : 98	-7	95	100	0	101	2	89
Cc1cccc(-n2c(SCC(=O)Nc3ccc4c(c3)OCO4)nnc2-c2ccoc2C)c1
 : 98	31	99	100	0	103	-7	100
COc1cc(C(=O)NCC(=O)N/N=C(C)\C=C\c2ccccc2)cc(OC)c1OC
 : 109	18	104	96	0	96	16	108
N=c1c(C(=O)NCC2CCCO2)cc2c(=O)n3ccccc3nc2n1Cc1ccccc1Cl (stereo not drawn)
 : 38*[may fluoresce violet]	-15	u	u	3	258*[may fluoresce violet]	41	46[may fluoresce violet]
Cc1ccc2[nH]c(C(=O)N3CCN(c4cccc(Cl)c4)CC3)cc2c1
 : 92	20	82	93	0	88	22	79
O=C(NC(=S)Nc1ccc2c(c1)OCO2)c1ccc(Cl)cc1
 : 96	-1	93	102	9	83	5	92
O=C(CC1C(=O)NCCN1Cc1ccccc1C(F)(F)F)NC1CCCC1 (stereo not drawn)
 : 108	-15	96	103	1	99	6	81
O=C(CNc1ccccc1)N/N=C/c1ccc([N+](=O)[O-])o1
 : 103	1	101	113	0	104	11	84
CCCn1cnc2cc(NC(=O)c3cccs3)ccc21
 : 100	12	110	110	0	94	3	97
CCCOc1cccc(C(=O)Nc2ccc3c(c2)OCCO3)c1
 : 95	7	107	104	0	105	5	123
CC(C)(C)OC(=O)C[C@@H]1C/C=C\C[C@@H](CC(=O)N[C@@H](CO)Cc2ccccc2)C(=O)N2CCC[C@H]2COC1=O
 : 96	6	104	93	0	99	12	99
O=S1(=O)CCN(Cc2cccc(C(F)(F)F)c2)CC1
 : 98	-5	98	98	3	94	0	110
O=S(=O)(c1ccc2c(c1)OCCO2)N(Cc1ccc(F)cc1)Cc1nnc(-c2cccs2)o1
 : 97	61&5	97	90	3	108	3	99
O=C(Cn1c2c(c(-c3ccccc3Cl)cc1=O)CCC2)NCCCN1CCOCC1
 : 104	-4	102	106	1	104	6	104
Cc1cccc(C(=O)OCC(=O)NC(C)CCc2ccccc2)c1 (stereo not drawn)
 : 98	-11	88	91	2	94	16	102
CCCNS(=O)(=O)c1ccc2c(c1)CCCN2C(C)=O
 : 84	i	x	96	0	76	9	74
CC(NC(=O)c1sc2ccccc2c1Cl)C1CCCO1 (stereo not drawn)
 : 98	0	96	98	3	111	8	109
CC(=O)N1CCc2cc(S(=O)(=O)N3CCOCC3)ccc21
 : 99	4	100	95	0	97	5	105
